Peg3 promoter = inhibitors of Peg3 promoter | AID 588405 | HeLa PEG-Prom luciferase reporter, luminescence, overnight | inhibition, % at 20 µM | hit rate 1.7% among 360,000;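 active = inhibition of at least 50% at 20 µM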
Shn3 3UTR inh = inhibitors of Schnurri-3 3'UTR reporter in osteoblasts | AID 588674 | hit rate 0.52% among 360,000 | Clone20 osteoblast Shn3 3'UTR firefly luciferase, 24 h | inhibition, % at 12.5 µM;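 active = mean inhibition of at least 75% with every replicate also reaching 75%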;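 note: 0% = median of neutral control wells and 100% = pilot-screen positive control compound; some compounds past the cut are filed as inactive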
NR2E3 ag-1 = activates human NR2E3 receptor; CHO-S Gal4-NCOR/VP16-NR2E3 two-hybrid, luciferase; Q9Y5X4; hit rate 0.35% among 360,000; inhibition of corepressor binding, % at 3.98 µM; AID 602229;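 active = inhibition above the mean of all tested compounds plus 3 SD, cut at about 70% in these data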;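 note: 0% = DMSO with NR2E3 transfected cells and 100% = cells lacking NR2E3 construct; higher means lower luciferase signal from less NR2E3 corepressor binding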
Target sequence (Q9Y5X4 whole entry, looked up, the tested form may be a part): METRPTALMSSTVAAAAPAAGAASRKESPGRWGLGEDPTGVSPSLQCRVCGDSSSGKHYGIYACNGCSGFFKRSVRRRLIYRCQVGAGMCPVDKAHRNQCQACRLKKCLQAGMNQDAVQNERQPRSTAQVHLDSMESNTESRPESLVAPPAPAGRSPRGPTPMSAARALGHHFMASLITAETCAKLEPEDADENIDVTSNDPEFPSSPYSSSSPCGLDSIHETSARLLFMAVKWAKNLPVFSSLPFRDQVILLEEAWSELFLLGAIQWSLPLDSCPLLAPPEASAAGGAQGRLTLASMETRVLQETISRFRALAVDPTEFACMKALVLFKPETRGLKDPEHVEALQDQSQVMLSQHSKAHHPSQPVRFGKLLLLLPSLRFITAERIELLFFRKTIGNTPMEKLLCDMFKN
CF NFkB block = inhibitors of cystic fibrosis induced NF-kB. inhibition, % at 5 µM. KKLEB NF-kB-GFP reporter, PAF-induced, GFP fluorescence overnight. hit rate 0.86% among 360,000;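 active = at least 50% inhibition at 5 µM, scaled per plate between neutral and stimulator controls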;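 note: PAF is a Pseudomonas aeruginosa culture filtrate used as stimulus; plate controls were PAF-stimulated DMSO wells for no effect and unstimulated DMSO wells for full effect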
HIF-2a block = HIF-2a inhibition | hit rate 0.72% among 360,000 | AID 624352 | inhibition, % at 18.8 µM | 786-0 RCC cells HIF-2a reporter, luciferase luminescence, overnight;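 active = inhibition of the luminescence signal of 40% or more relative to plate controls, in a single-dose primary screen at 18.75 µM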
CaV13 ICDI inh = Disruptors of the CACNA1D IQ motif to Ca2+-dependent inactivation inhibitor domain association, primary screening, Förster resonance energy transfer in intact living … | AID 743397 | HEK cells, CFP/YFP FRET ICDI-IQ, plate reader, 10 min; percent FRET-ratio fall versus neutral wells | inhibition, % at 12.3 µM | hit rate 0.098% among 340,000;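 active = mean replicate inhibition of at least 30% and at least 1% of replicates passing that level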;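 note: 0% = median of the neutral control wells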
Vif inh = blocks HIV Vif function. AID 602346. HEK293T cells, Vif self-association by quenched fluorescence, imaging, 24 h. hit rate 0.35% among 340,000. inhibition, % at 7.49 µM; in the data active = inhibition above about 50%, passing the limit was not always enough; note: some results filed as inactive read as strong as hits
KKLEB tox = CF airway cell cytotoxicity counter-screen; hit rate 0.36% among 360,000; activity change (cytotoxicity), % at 5 µM; KKLEB CF airway cells viability, ATPlite luminescence, overnight; stronger effect = lower value; cells stimulated with P. aeruginosa culture filtrate; AID 602141;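 active = corrected activity change at or below -50% at 5 µM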
NR2E3 ag-2 = agonists of human nuclear receptor NR2E3; Q9Y5X4; AID 2300; GST-NR2E3/biotin-RetCOR TR-FRET, 1536-well; inhibition of corepressor binding, % at 4.78 µM; hit rate 0.12% among 320,000;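 active = percent inhibition above the cutoff of mean plus 3 SD of all tested compounds, set per screening campaign, cut at about 20% in these data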;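 note: 0% = DMSO wells and 100% = biotin wells as full block of FRET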
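System: GST-NR2E3 and biotin-RetCOR proteins; probe or stimulus: 7 nM biotin-RetCOR; doses: compound at 4.8 µM, single dose; schedule: Compound–protein incubation for 5 h at 4 °C; detection: time-resolved FRET; read-out: percent inhibition; controls: biotin wells as high control, 0.6% DMSO wells as low control; format: 1536-well plates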
TRPM1 prom inh = MITF TRPM1 promoter inhibition in SK-MEL-5 cells; SK-MEL-5 TRPM1 promoter luciferase, 24 h; inhibition, % at 12.5 µM; hit rate 0.83% among 330,000; AID 488899;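 active = mean inhibition across replicates of 60% or more, whatever share of single replicates reaches that level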; note: values of inactives mirror those of a sister screen read the other way
PDI turbidity = blocks human protein disulfide isomerase activity; PDI insulin aggregation turbidity, A650, 90 min; inhibition, % at 10 µM; P07237; hit rate 0.052% among 350,000;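 active = mean inhibition across replicates of 30% or more, whatever share of single replicates reach that level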;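 note: absorbance from insulin aggregation driven by PDI reduction with DTT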
Target sequence (P07237 whole entry, looked up): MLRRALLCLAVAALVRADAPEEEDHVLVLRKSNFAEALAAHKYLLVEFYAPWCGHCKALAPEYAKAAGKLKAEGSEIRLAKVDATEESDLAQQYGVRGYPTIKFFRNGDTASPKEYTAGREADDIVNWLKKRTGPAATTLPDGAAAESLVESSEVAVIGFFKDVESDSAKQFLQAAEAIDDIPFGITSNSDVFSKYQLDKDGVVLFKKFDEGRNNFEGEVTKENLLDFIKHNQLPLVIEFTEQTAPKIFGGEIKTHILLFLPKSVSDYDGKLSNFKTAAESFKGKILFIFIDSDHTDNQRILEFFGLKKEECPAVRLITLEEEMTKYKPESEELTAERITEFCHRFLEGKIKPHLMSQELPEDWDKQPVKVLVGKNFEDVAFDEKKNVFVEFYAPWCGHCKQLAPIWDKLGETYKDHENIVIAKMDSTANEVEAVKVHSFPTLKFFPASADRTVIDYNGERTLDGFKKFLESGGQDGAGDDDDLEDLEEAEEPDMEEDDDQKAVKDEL
Active calls of the source: *; · = no result given.

Screens in order: NR2E3 ag-2	Vif inh	PDI turbidity	HIF-2a block	KKLEB tox	Peg3 promoter	CF NFkB block	Shn3 3UTR inh	TRPM1 prom inh	NR2E3 ag-1	CaV13 ICDI inh
- Cc1onc(-c2ccccc2)c1NC(=O)N(CCC#N)Cc1cccs1
 : 0	0	-5	13	16	5	-5	7	-5	-28	-6
- Cc1sc(NC(=O)Cn2cnnn2)nc1-c1ccc(Cl)cc1
 : 1	·	5	-31	0	-31	1	-28	-1	-27	-5
- O=C(Nc1ccc2c3c(cccc13)CC2)c1ccco1
 : -1	0	7	-116	3	-151	-9	-17	-34	-49	·
- O=[N+]([O-])c1ccc(N2CCCCC2)c(-c2nn[nH]n2)c1
 : 0	1	1	17	-18	18	-4	-3	-1	-6	-20
- CCC(=O)OCCn1c(=O)c2ccccc2c2ccccc2c1=O
 : 2	-3	0	6	0	8	1	9	8	-28	0
- CCOc1ccc(NC(=O)CCc2nnc3ccc(N4CCC(C)CC4)nn23)cc1
 : 0	-2	-2	7	5	-2	-16	15	-5	-21	-13
- C/C(=N\NC(=S)Nc1cc(S(=O)(=O)N2CCOCC2)ccc1Cl)c1ccccc1F
 : 0	7	5	70*	0	53*	15	34	27	-14	-5
- COc1cccc(N2C(=O)CC(N3CCN(c4ccc([N+](=O)[O-])cc4)CC3)C2=O)c1 (configuration not stated)
 : -1	-7	-1	17	-2	-8	-8	-1	-8	-11	-2
- COc1ccc(/C=N/Nc2ccc(C(=O)O)cc2)cc1Br
 : 0	7	-9	34	4	36	-5	31	42	-97	6
- CN(C)S(=O)(=O)N1CCC(Cc2ccccc2)CC1
 : 4	2	6	5	19	21	2	-8	-3	6	-5
- O=C(NCCN1CCN(C(=O)c2ccc(F)cc2)CC1)c1ccc(F)cc1
 : 2	-13	2	9	-5	7	-16	5	6	10	·
- Cc1c(C(=O)NCc2ccc3c(c2)OCO3)oc2ccc(S(=O)(=O)N3CCCCC3)cc12
 : -1	-23	-12	13	-24	40	6	38	20	12	·
- O=C(Nc1ccccc1F)C(c1ccccc1)c1ccccc1
 : 3	1	-3	10	-7	7	5	-3	2	21	-21
- CN(C)/C=N/c1nc2ccc3c(c2s1)CCCC3
 : 1	-6	0	-257	5	-279	11	-32	-40	-104	-8
- O=c1onc(-c2cccnc2)n1-c1ccccc1F
 : -4	15	3	18	-13	-1	4	-29	8	-10	-19
- COc1cc(C(N)=O)cc(Cl)c1OC
 : 2	-9	-3	12	-4	0	29	-16	-8	-1	-5
- COC(=O)c1sccc1NC(=O)COc1ccc(Cl)cc1
 : -3	5	-3	-15	0	-12	0	-9	0	-21	-5
- COc1ccc(C(=O)N/N=C/c2ccc(OC)c(COc3c(F)c(F)cc(F)c3F)c2)cc1
 : ·	-1	2	6	-19	21	-14	7	11	0	-6
- CCCn1c(=O)c(C(=O)Nc2cc(C)ccn2)c(O)c2ccccc21
 : 3	-5	2	-21	18	-14	-15	-28	-10	-18	-2
- Cc1ccc(S(=O)(=O)N2C[C@H]3C(=O)C[C@@H](c4ccc(Cl)cc4)N(S(=O)(=O)c4ccccc4C)[C@H]3C[C@H]2c2cccc(Cl)c2)cc1
 : ·	-2	4	4	-3	12	9	19	·	-13	-6
- CCOC(=O)C1(NC(=O)C2(N3C(=O)c4ccccc4C3=O)CCCC2)CCCC1
 : ·	-6	6	-77	5	3	2	-9	4	-1	-6
- COc1cccc(OC)c1OCCCOc1cccc2cccnc12
 : -1	9	-6	-237	-2	-201	13	-34	-81	-78	0
- Cc1[nH]c2ccccc2c1C(=O)CSc1ncn[nH]1
 : -1	0	8	-12	11	-1	-1	-2	-4	-16	-4
- CCc1cc(C(=O)Nc2ccc(C)cc2Br)cs1
 : 3	-4	-4	-166	0	-276	5	-95	-19	-134	-4
- COc1ccc(OC)c(NC(=O)C2(C)CCN2C(=O)C(C)(C)c2ccccc2)c1 (configuration not stated)
 : ·	-12	-6	4	2	3	4	8	·	-12	-7
- COc1ccc(CC(=O)N/N=C/c2ccc(Cl)s2)cc1OC
 : 2	9	-4	13	-6	13	17	24	-6	-19	-2
- CN(Cc1ccon1)C(=O)CCc1nnc(Cc2ccc(-c3ccccc3)cc2)o1
 : 1	-7	1	-68	4	-5	7	12	-3	-27	-8
- C=C1C[C@H](O[C@@H]2O[C@H](CO)[C@@H](O)[C@H](O)[C@H]2O)[C@@H]2[C@H](OC(=O)[C@H]2C)[C@H]2[C@H](C)[C@@H](O)C[C@@H]12
 : ·	-2	1	10	2	16	-1	9	2	10	-9
- O=C(CSc1nnc2nnc3ccccc3n12)N1CCOCC1
 : 1	2	-3	-7	5	1	-35	-1	59	-19	·
- Cc1ccc(S(=O)(=O)Nc2cccc(N(C)S(C)(=O)=O)c2)cc1[N+](=O)[O-]
 : 0	-6	1	10	8	9	3	5	3	-5	4
- O=C(CNC(=O)c1ccc(Cl)cc1Cl)OCc1nnc(-c2ccccc2Br)o1
 : ·	15	8	-18	-1	-12	-13	3	-10	-1	-12
- S=c1nc(-c2ccccc2)[nH]c2ccccc12
 : 17	-5	1	-54	-7	-24	-9	-28	15	27	-5
- Cc1ccc(C(=O)Nc2nnc(C)s2)cc1
 : 0	1	3	-145	1	-156	-7	-22	-53	-109	-7
- N#CCCN1CCN(S(=O)(=O)c2ccc(S(=O)(=O)NCC3CCCO3)cc2)CC1 (configuration not stated)
 : 4	-2	·	7	-5	6	15	7	·	-11	-1
- Cc1ccc(NC(=O)C(NC2CCCc3ccccc32)c2ccccc2)cc1Cl (configuration not stated)
 : 3	-16	1	7	7	13	-6	12	-6	30	-3
- COc1ccc(NS(=O)(=O)c2cc3c4c(c2)CCN4C(=O)CC3)cc1OC
 : 1	-8	7	2	12	5	1	24	10	14	·
- CCOP(=O)(OCC)C(NC(=O)Nc1ccc(Cl)cc1)c1ccccc1 (configuration not stated)
 : 2	-12	5	10	-2	30	10	-2	5	-1	-2
- CC1CCCC(NC(=O)c2cccc(N3CCCC3=O)c2)C1C (configuration not stated)
 : 1	-6	-42	-71	-11	-107	11	-37	-28	-27	-19
- CCC1(C)Cc2nc(Cl)c(C#N)cc2CO1 (configuration not stated)
 : -2	-10	15	10	12	-3	-4	-2	-1	10	-2
- NS(=O)(=O)c1ccc(NNC(=O)c2cccs2)cc1
 : 2	19	-2	13	-5	16	3	14	5	-13	-15
- COc1ccc(S(=O)(=O)Nc2ccccn2)cc1C(=O)Nc1ccccc1
 : 1	-3	-4	5	-1	14	17	2	0	-8	-6
- CC(C)CCNC(=O)CN(C)S(=O)(=O)c1cccc2nsnc12
 : 4	5	5	-2	-8	8	16	-8	2	1	-4
- c1csc(CNc2ncnc3ccc(-c4ccc5c(c4)OCCO5)cc23)c1
 : ·	-8	-5	12	-19	39	7	23	13	-5	-6
- O=C(CSc1nnc2ccc(-c3ccccn3)nn12)Nc1ccc(F)cc1
 : ·	3	2	-3	16	-4	-9	11	·	-14	-5
- COc1c(F)c(F)c(C(=O)Nc2c(C)cc(Br)cc2C)c(F)c1F
 : -3	1	0	-1	-8	2	-2	15	-7	6	-4
- O=C(NC(=S)Nc1cc(C(F)(F)F)ccc1N1CCOCC1)c1ccc(-c2cccc(Cl)c2)o1
 : -1	8	-4	-22	-16	-3	12	1	-13	-5	-9
- CS(=O)(=O)N1N=C(c2ccco2)CC1c1ccco1 (configuration not stated)
 : 2	1	-5	0	4	-2	-20	2	-4	4	-20
- O=C1[C@H]2[C@@H](c3ccc(C(F)(F)F)cc3)N[C@]3(CCCN(Cc4ccc(Br)cc4)C3=O)[C@H]2C(=O)N1Cc1ccccc1
 : ·	1	0	-11	-11	9	-21	62	·	-6	-4
- CSc1ccc(CN2CCC2(C)C(=O)Nc2cnc3ccccc3c2)cc1 (configuration not stated)
 : ·	0	3	-9	-2	-2	8	11	·	15	-9
- CCCCn1c(SCC(=O)Nc2ccc(NC(C)=O)cc2)nc2ccccc2c1=O
 : 0	-9	-2	10	-15	10	16	22	-1	-4	-2

Remaining list, next part.
Screens in order: NR2E3 ag-2	Vif inh	PDI turbidity	HIF-2a block	KKLEB tox	Peg3 promoter	CF NFkB block	Shn3 3UTR inh	TRPM1 prom inh	NR2E3 ag-1	CaV13 ICDI inh
- O=C(OCC(=O)N(CCc1ccccc1)Cc1ccccc1)c1cc(S(=O)(=O)N2CCOCC2)ccc1F
 : 1	20	1	17	3	5	-8	1	6	-31	-2
- COCCNC(=O)c1ccccc1NC(=O)c1ccc(OC)c(OC)c1
 : 0	2	12	-8	-13	2	-22	10	0	13	-4
- CCc1ccc(-c2ccc(SCC(=O)NC3CCCC3)nn2)cc1
 : ·	-9	-6	-121	-30	-163	13	-47	·	-34	-12
- Cc1ccc2nc(SCC(=O)Nc3ccccc3N3CCOCC3)c(C#N)cc2c1
 : -1	4	-2	7	-6	19	-3	54	25	0	·
- C#CCOc1c(Cl)cc(/C=N/O)cc1OC
 : -4	0	-5	21	-3	10	16	0	0	11	-15
- COc1cccc(NC(=O)C2CCC(CNS(=O)(=O)c3cccs3)CC2)c1 (configuration not stated)
 : 5	0	5	-6	2	8	12	3	1	12	1
- Nc1cc(=O)n(Cc2ccccc2)c(=O)n1Cc1ccccc1
 : ·	6	-2	-6	15	-5	-23	-31	3	5	-6
- CC(C)OCC1Cn2c(nc3c2c(=O)n(C)c(=O)n3C)O1 (configuration not stated)
 : -3	-3	-2	2	4	4	3	9	-1	11	-6
- Fc1cccc2sc(N3CCOCC3)nc12
 : -3	7	-7	-100	2	-94	6	-43	-17	-26	0
- Cc1ccc(NC(=O)CN2CCCCCC2)cc1Br
 : 1	11	-3	-31	-5	-27	-2	-5	6	-27	-6
- CC(=O)Oc1ccc(Cn2c(C)c(C(=O)NCc3ccc(C#N)cc3)sc2=O)cc1
 : ·	2	6	-1	-10	10	8	19	·	-14	-14
- CC(C)OC(=O)c1cc(NC(=O)C2C3C=CC(O3)C2C(=O)O)cc(C(=O)OC(C)C)c1 (configuration not stated)
 : 0	-3	-10	14	-7	1	10	-1	13	5	-3
- COc1ccc(C(N)c2csc(Nc3ncccn3)n2)cc1 (configuration not stated)
 : ·	-12	2	15	2	6	-12	-19	·	-27	-10
- CCN(c1ccc(OC)cc1)c1ncnc2nc[nH]c12
 : 0	-14	-5	18	3	13	66*	20	-9	-17	-6
- Cc1cc(C)c(-c2csc(NC(=O)COC(=O)c3ccc4c(c3)OCO4)n2)c(C)c1
 : 5	2	-3	13	-38	17	13	11	1	-16	-6
- COc1ccc(NC(=O)Cc2c(C)n(C(=O)c3ccc(Cl)cc3)c3ccc(OC)cc23)cc1
 : 3	0	-7	-15	-8	-48	3	4	1	2	-6
- CCOC(=O)C1=C(C)N=c2s/c(=C/c3ccccc3)c(=O)n2C1c1ccc(OC)c(OC)c1 (configuration not stated)
 : -2	12	-12	19	-8	34	7	-1	-8	-12	-7
